Assay outcomes: PubChem, National Center for Advancing Translational Sciences (NCATS)
FLuc modulator = inhibits or activates purified firefly luciferase, miR-21 counter-screen; P08659; purified FLuc, Km substrates, luminescence inhibition; Potency, µM (titrated, usually from 57.5 µM), for the others: at the highest dose activity change, negative = inhibition, hits mostly inhibitors; 6.9% of 360,000 active;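 further: plate controls were vehicle for no effect and reference inhibitor for full effect; nearly all actives have a fitted effect of over 55% in size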
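Purified P. pyralis luciferase, 10 nM final, with Km-level 10 uM D-luciferin and 10 uM ATP in 50 mM Tris acetate pH 7.5, 10 mM Mg acetate, 0.01% Tween-20, 0.05% BSA; 6-point qHTS titration about 60 µM downward; luminescence read.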
uPA surface inh = inhibitors of cell surface uPA generation | Potency, µM (series often up to 38.3 µM), for the others: at the top dose activity change, negative = inhibition, hits mostly inhibitors | cell surface uPA generation assay, qHTS | 0.31% of 330,000 active; active means well fitted inhibition curve with a large enough effect; inconclusive means small, poorly fitted or top-dose-only effect; inactive means no such curve, though single readings can be large or run the other way; tested in mouse RAW 264.7 cells; further: on the % scale 0 is the no-effect control and ±100 the full control effect; nearly all actives have a fitted effect of over 55% in size
BRCA1 expr act = increases BRCA1 expression. MCF7-BRCA1-FFLuc reporter, luminescence, 48 h; response scale: scaled: vehicle 0%, 10 µM genistein 100%. Potency, µM (top dose mostly 46.1 µM), for the others: top-dose activation, actives largely listed as activators. 1.1% of 380,000 active; further: nearly all actives have a fitted effect of over 80% in size; some results filed as inactive show a strong effect at the top dose
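48 h compound treatment of MCF7-BRCA1-FFLuc cells (phenol-red free MEM, 37 °C), then 15 min with luciferase substrate and luminescence imaging.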
p53 reactivator = restores transcriptional activity of mutant p53; H1299 p53-A138V BP100-luciferase reporter, luminescence, 24 h; Potency, µM (titrated, usually from 92.2 µM), for inactives: at the top dose activity change, positive = activation, hits mostly activators; 0.063% of 320,000 active; further: % of control where 0% means no effect; nearly all actives have a fitted effect of over 45% in size
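H1299 (p53-null), stable ts p53-A138V + BP100-Luc; 1000 cells/well, Opti-MEM/10% FBS; cpd 4 pt, 1:5; 24 h, 37 deg C, 5% CO2; detection reagent 10 min RT; luminescence.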
VP16 counter = Gal4-VP16 reporter inhibition counter-screen | 3.5% of 310,000 active | Drosophila S2 Gal4-VP16 UAS-luciferase, luminescence, 20 h | AID 2546 | Potency, µM (series often up to 53.6 µM), for the others: at the top dose activity, negative = inhibition, actives largely listed as inhibitors;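 further: Gal4-VP16 expression switched on by copper sulfate through the metallothionein promoter; on the % scale 0 is the no-effect control and ±100 the full control effect; nearly all actives have a fitted effect of over 50% in size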
Rab9 prom act = activators of Rab9 promoter; Huh7 Rab9 promoter-luciferase reporter, luminescence, 24 h; Potency, µM (doses to about 9.22 µM), for the others: top-dose activation, negative = inhibition, hits mostly activators; 2.8% of 320,000 active; further: % of control where 0% means no effect; nearly all actives have a fitted effect of over 60% in size
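Luciferase signal after 10 min detection reagent at ambient indicates Rab9 promoter upregulation; stably transfected Huh7 cells were treated 24 h with compound in DMSO at 37 °C, 5% CO2.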
ELG1 genotoxic = inducers of genotoxicity in HEK293T ELG1-luciferase cells. HEK293T ELG1-luciferase reporter, luminescence, 16 h. Potency, µM (top dose mostly 46 µM), without a hit: at the highest dose activity change, positive = activation, actives largely listed as activators. 1.3% of 330,000 active. AID 504466; further: % of control where 0% means no effect; nearly all actives have a fitted effect of over 60% in size
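Screening used a luciferase reporter fused to human ELG1 in HEK293T cells. Luminescence was read on a CCD plate imager after 16 hr exposure and 30 min ONE-Glo incubation.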
MBNL1-CUG inh = inhibitors of human MBNL1 binding to CUG repeat RNA. Q9NR56. TR-FRET MBNL1-His/biotin-(CUG)12 binding, 665/545 ratio. Potency, µM (doses to about 57.5 µM), for the others: at the highest dose activity change, negative = inhibition, actives largely listed as inhibitors. 0.036% of 280,000 active. AID 2675; active means well fitted inhibition curve with a large enough effect in the signal ratio, with a control signal flat, not every such curve was filed as active; inconclusive means small, poorly fitted or top-dose-only effect, or effect the other way, or a change in a side signal; inactive means no such curve, though single readings can be large or run the other way; the % refers to the signal ratio; further: on the % scale 0 is the no-effect control and ±100 the full control effect
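Compound titration spanned 92 nM–58 uM against the MBNL1-His/biotin-(CUG)12 complex. After 60 min at room temperature with 5 nM streptavidin-XL665 and 0.055 ng/ul terbium anti-His, ratiometric 665/545 nm emission (Ex 340 nm) normalized to controls.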
NPC1 prom act = NPC1 promoter activation; Huh7 NPC1 promoter luciferase reporter, 24 h; Potency, µM (doses to about 9.22 µM), for the others: at the highest dose activation, most hits filed as activators; 2.4% of 320,000 active;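 further: % of control where 0% means no effect; nearly all actives have a fitted effect of over 60% in size; reporter is driven by a mutant NPC1 promoter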
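Luminescence from an NPC1 promoter-driven luciferase reporter in stably transfected Huh7 cells was measured after 24 h compound treatment at 37 °C, followed by 10 min ambient incubation with luciferase detection reagent.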
RORg inh = ROR gamma (mouse) transcription inhibition | Potency, µM (highest dose often 53.6 µM), for inactives: at the top dose activity change, negative = inhibition, actives largely listed as inhibitors | AID 2551 | Drosophila S2 Gal4-RORgamma UAS-luciferase reporter, 20 h | 5.4% of 310,000 active | P51450; further: on the % scale 0 is the no-effect control and ±100 the full control effect; nearly all actives have a fitted effect of over 60% in size
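Luminescence from a UAS-regulated Photinus luciferase reporter in stably transfected Drosophila Schneider cells is measured; decreased signal marks ROR gamma inhibition. Fusion expression is induced by 700 uM copper sulfate for 20 hr.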
MLL CXXC-DNA inh = inhibitors of human MLL CXXC domain-DNA interaction. Potency, µM (top dose mostly 115 µM), for inactives: at the highest dose activity change, negative = inhibition, hits mostly inhibitors. Q03164. AID 2662. 0.037% of 290,000 active. MLL-CXXC / FITC-HOXA9 DNA fluorescence polarization; active means well fitted inhibition curve with a large enough effect in the polarisation, with a control signal flat, not every such curve was filed as active; inconclusive means small, poorly fitted or top-dose-only effect, or effect the other way, or a change in a side signal; inactive means no such curve, though single readings can be large or run the other way; the % refers to the polarisation
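Steps: dispense CXXC domain solution (7 uM) → pin compounds or unlabeled HOX-A9 DNA control → 5 min ambient → add FLSN-HOX-A9 solution (50 nM) → spin → 30 min ambient → fluorescence polarization. Tris pH 7.5/NaCl/DTT/BSA buffer.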
* = called active by the depositor; ? = inconclusive; / = not tested or not shown; [ ] = dose if it differs, or a comment. Unless noted, the call rests on the fitted dose curve; in most records, active means well fitted curve in the direction sought with a large enough effect; inconclusive means small, poorly fitted or top-dose-only effect, or another doubt; inactive means no such curve, though single readings can be large; an effect the other way counts as inactive or inconclusive. Potency means the concentration at half of the fitted maximal effect. These rows are one share of the data (hit frequency here may not be typical).

SMILES	FLuc modulator	uPA surface inh	BRCA1 expr act	p53 reactivator	VP16 counter	Rab9 prom act	ELG1 genotoxic	MBNL1-CUG inh	NPC1 prom act	RORg inh	MLL CXXC-DNA inh
COc1ccccc1S(=O)(=O)Cc1ccc(C(=O)NCc2cccnc2)o1	2%	-2%	0%	5%	-6%	4%	1%	3%	-2%	29%	6%
O=C1N(c2cccc(Cl)c2)C(c2ccc(Cl)cc2)N2CCCN12 (configuration not stated)	-1%	2%	-23%	-18%	2%	0%	-2%	-7%	-1%	?	3%
CN(CCO)S(=O)(=O)c1ccc2c(c1)C(=O)c1cc(S(=O)(=O)N(C)CCO)ccc1-2	5%	5%	0%	/	-4%	0%	-1%	?	3%	1%	-1%
COc1ccc(C(=O)NCc2ccc3c(c2)OCO3)cc1	-11%	-1%	28%	-4%	-1%	2%	3%	-6%	0%	-9%	-4%
Cc1ccc(S(=O)(=O)N(C)CC(=O)Nc2cc(C)ccn2)cc1	?	-3%	1%	?	/	1%	10µM*	/	-2%	/	/
Cc1ccccc1NS(=O)(=O)c1ccc(C(=O)NCC(C)(C)N2CCOCC2)cc1	4%	-5%	-25%	-3%	/	-12%	?	/	-4%	/	/
CC(Oc1ccc(Br)cc1)C(=O)NC1CCN(Cc2ccccc2)CC1 (configuration not stated)	5%	-1%	-38%	-15%	/	0%	6%	/	0%	/	/
CN(C)S(=O)(=O)c1ccc(F)c(C(=O)Nc2ccccc2C(=O)NC2CC2)c1	/	5%	8%	9%	/	-1%	-1%	/	0%	/	/
COc1ccc(CN(C)C(=O)c2ccc(NS(=O)(=O)c3ccc(C)c([N+](=O)[O-])c3)cc2)c(OC)c1OC	13%	-18%	-36%	-6%	/	-5%	-2%	/	-4%	/	/
CCOC(=O)C(O)(NC(=O)c1cccnc1)C(F)(F)F (configuration not stated)	11%	0%	-7%	0%	-2%	16%	3%	3%	1%	4%	1%
O=C(Nc1ccc(Cl)cc1)N[C@@H]1c2c(ccc3ccccc23)OC[C@@H]1CO	1%	/	0%	-5%	?	-3%	-5%	3%	-2%	-28%	-9%
CCn1c(COc2ccc(C)cc2)nnc1SCC(=O)NNC(=O)c1ccc(OC)cc1	-5%	3%	0%	-3%	-3%	-1%	-1%	/	-10%	-22%	-2%

The closing 2 compounds of the section above lead into the next:
SMILES	FLuc modulator	uPA surface inh	BRCA1 expr act	p53 reactivator	VP16 counter	Rab9 prom act	ELG1 genotoxic	MBNL1-CUG inh	NPC1 prom act	RORg inh	MLL CXXC-DNA inh
O=C(Nc1ccc(Cl)cc1)N[C@@H]1c2c(ccc3ccccc23)OC[C@@H]1CO	1%	/	0%	-5%	?	-3%	-5%	3%	-2%	-28%	-9%
CCn1c(COc2ccc(C)cc2)nnc1SCC(=O)NNC(=O)c1ccc(OC)cc1	-5%	3%	0%	-3%	-3%	-1%	-1%	/	-10%	-22%	-2%
O=[N+]([O-])c1ccc(CS(=O)(=O)c2ncn[nH]2)cc1	0%	0%	7%	-4%	-12%	1%[1.84 µM]	4%	?	-1%	30%	?
CCCSc1ncnc2c1oc1ccccc12	15µM*	/	9%	9%	-3%	16%	17%	7%	3%	-13%	12%
COc1ccc(NC(=O)NCc2ccccc2F)cc1OC	-4%	4%	-5%	0%	-6%	-2%	-1%	?	-2%	-4%	-25%
COC(=O)c1ccc2c(c1)nc(C)n2CCO	-2%	6%	2%	-3%	-13%	-2%	0%	-4%	-1%	9%	6%
Cc1onc(-c2ccccc2)c1C(=O)Nc1nc(-c2cc(F)ccc2F)cs1	?	2%	-27%	?	-7%	-2%	?	38%[activator]	-3%	45%	-11%
CN(C1CCCCC1)S(=O)(=O)c1ccc(S(=O)(=O)N(CC(=O)Nc2ccccc2)C2CC2)cc1	-1%	5%	-4%	3%	-1%	-2%	-8%	7%	1%	2%	-7%
Cc1ccc(SCCOCCN2CC(C)OC(C)C2)cc1 (configuration not stated)	0%	0%	-29%	-4%	-14%	-6%	1%	-4%	2%	0%	15%
COc1ccc([N+](=O)[O-])cc1NC(=O)Cc1noc2ccccc12	2%	5%	-10%	4%	-13%	-9%	0%	30%	1%	29%	0%
O=C(NCc1ccccn1)C1CC(c2ccccc2O)=NO1 (configuration not stated)	1%	-1%	0%	-3%	5%	12%	2%	3%	-3%	30%	3%
COc1ccc(CN(C)C(=O)CNC(=O)c2ccc3ccccc3c2)c(OC)c1	3%	2%	1%	-15%	-7%	-1%	-6%	6%	-4%	1%	50%[activator]
COc1cccc(/C=C/C(=O)Nc2ccc(OC)nc2)c1	11µM*	3%	30%	?	0%	25%	6%	/	27%	-13%	2%
C=C(C)C1CC=C(C)/C(=N\NC(=O)CCc2ccccc2)C1 (configuration not stated)	5%	-3%	-15%	-3%	5%	-2%	1%	10%	-4%	30%	1%
CC(C)c1ccc(/C=N/n2cnnc2)cc1	?	-2%	9%	-2%	-4%	-3%	10%	-11%	-6%	19%	-6%
CC1(/[N+]([O-])=C\c2ccccc2F)CCCCC1=O (configuration not stated)	-3%	2%	1%	-4%	-22%	-5%	-3%	7%	2%	7%	-3%
O=c1nc(SCc2c(F)cccc2Cl)nc(-c2ccc(Cl)cc2)[nH]1	2%	-1%	-39%	3%	-12%	-7%	-4%	-5%	-1%	11%	-11%
COc1ccc(-c2ccc(NS(=O)(=O)c3cccc([N+](=O)[O-])c3)cc2)nn1	2%	5%	11%	8%	-1%	-1%	-3%	?	0%	26%	6%
CCOC(=O)c1c(C)n(CCNC(C)=O)c2ccc(OC)cc12	-1%	6%	-10%	3%	2%	-7%	-1%	0%	7%	-1%	-2%
CCOC(=O)Cn1nnc(-c2ccc([N+](=O)[O-])cc2)n1	-20%	1%	1%	0%	-10%	-2%	1%	?	1%	1%	2%
Nc1ccc(SCC(=O)Nc2cccc([N+](=O)[O-])c2)cc1	?	0%	32%	15%	2%	?	-3%	?	22%	-7%	-2%
CC1=C(C(=O)Nc2ccccc2C)C(c2ccc(C)o2)C2=C(CCCC2=O)N1 (configuration not stated)	1%	2%	-8%	-1%	15%	-2%	1%	-3%	-3%	-2%	1%
O=C(Nc1nccs1)C1(c2ccc(Cl)cc2)CC1	-5%	4%	-8%	4%	9%	-5%	-8%	-6%	5%	-5%	-4%
CC1CCCN(c2c([N+](=O)[O-])cc(C(=O)O)cc2[N+](=O)[O-])C1 (configuration not stated)	?	-9%	-3%	-5%	1%	1%	-4%	?	-3%	9%	-4%
O=C(Nc1ccc(Cl)c(Cl)c1)c1cccnc1	?	-21%	34%	/	1%	?	?	-4%	?	34%	12%
Cc1cc(C)c2cc(C)c3nnc(SCC(=O)NCc4ccc5c(c4)OCO5)n3c2c1	-11%	/	-3%	-7%	-3%	-2%	1%	-10%	0%	-16%	-2%
Cc1[nH]nc2c1C(c1cnn(C)c1)C(C#N)=C(N)O2 (configuration not stated)	-4%	-2%	-2%	1%	19%	1%	0%	/	1%	26%	2%
COC(=O)[C@H](CCSC)NC(=O)Nc1cccc(Br)c1	-3%	3%	-6%	3%	2%	-1%	0%	/	1%	14%	-16%
COn1c(SC2CCCCC2)nc2ccccc2c1=O	-16%	/	-2%	16%	5%	1%	5%	-18%	-1%	34%	-5%
CC(OCC(O)CNCC1COc2ccccc2O1)c1ccc(Cl)cc1 (configuration not stated)	2%	6%	-24%	1%	-4%	-3%	0%	-4%	-4%	-28%	7%
CCN1CCN(c2cc(C)c3cc(NC(=S)N4CCCC(C)C4)ccc3n2)CC1 (configuration not stated)	?	-4%	-7%	?	-9%	?	8%	0%	12%	-36%	4%
Cc1ccc(N2C(=O)C3CCCN3C2=S)cc1 (configuration not stated)	-8%	-2%	-5%	11%	5%	3%	0%	-2%	-1%	-1%	15%
O=C(OCC(=O)N1CCC(Cc2ccccc2)CC1)c1ccccc1F	4.3µM*	0%	4%	?	/	2%	3%	/	1%	/	/
COc1ccc(S(=O)(=O)N2CCOCC2)cc1NC(=O)c1ccc(OC(F)F)cc1	1%	-6%	-35%	-7%	/	10%	1%	/	-1%	/	/
OCCNc1c2ccccc2nc2ccccc12	0%	-19%	-85%	0%	?	-37%[inhibitor]	-7%	?	-29%	-20%	-20%
CCC1=C(c2cc(OC)c(OC)c(OC)c2)C2(CCCC2)C(=O)O1	-2%	12%	-18%	/	8%	-1%	-1%	-3%	-3%	-11%	8%
O=C(Nc1cccc2c1CCCC2)c1ccc(Br)o1	3%	-1%	2%	6%	-13%	1%	4%	2%	-2%	29%	-1%
Cc1ccccc1Oc1cc(NC(=O)Cn2cnc([N+](=O)[O-])c2)cc([N+](=O)[O-])c1	-3%	?	-64%	2%	9%	-8%	1%	?	-12%	14%	0%
